HPDE-C7 cytotoxicity – HPDE-C7 pancreatic duct cell viability loss – fluorescence, HTS (AID 430); HPDE-C7 pancreatic duct cells viability, fluorescence; higher % means a stronger effect; cytotoxicity, % at 10 µM; hits with a dose series show EC50 in µM; actives 1.8% (n = 63,000);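 note: cells exposed to compound for 48 hours before viability readout; 0% = vehicle and 100% = reference cytotoxic drug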
HPDE-C7K KRASV12 – cytotoxicity in KRAS-transformed pancreatic duct cells, primary screen, cell-based, fluorescence, HTS (AID 431); HPDE-C7K KRASV12 cells, Alamar Blue viability, 48 h; higher % means a stronger effect; cytotoxicity, % at 10 µM; hits with a dose series show EC50 in µM; actives 1.7% (n = 63,000);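 active = compounds whose percent cytotoxicity in the single-dose primary screen, scaled between solvent and toxic-drug controls, exceeds 50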;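 note: 0% = DMSO solvent wells and 100% = doxorubicin-treated wells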
HT1080 viability – cytotoxicity in HT1080 fibrosarcoma cells, cell-based, fluorescence readout (AID 620); HT1080 viability, fluorescence; higher % means a stronger effect; one-dose cytotoxicity, % at 10 µM; EC50 in µM for titrated hits; actives 0.42% (n = 87,000);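 note: cells exposed to compound overnight then 4 h with Alamar Blue; 0% = vehicle DMSO and 100% = killing control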
Bfl-1 inhibitors – displacement of Bid BH3 peptide from Bfl-1 – biochemical, fluorescence polarization, FITC-Bid, mouse, primary screen (AID 432) | FITC-Bid BH3 peptide fluorescence polarization displacement; higher % means a stronger effect | displacement, % at 20 µM, or IC50 in µM where a hit was titrated | actives 0.02% (n = 64,000); in the data active = a potency from the dose series; inactive = the rest, 99 in 100 with displacement below about 15%; note: strong numbers were not always called active
Spn PMK inh – blocks S. pneumoniae phosphomevalonate kinase. purified PMK, PK/LDH-coupled NADH absorbance 340 nm. inhibition, % at 10 µM. actives 0.49% (n = 65,000);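 active = top-ranked compounds by inhibition in the single 10 µM screen, taking a fixed number of the strongest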;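 note: 0% = full reaction with DMSO carrier and 100% = background rate without enzyme reaction; no value below 0 was filed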
DPM-DC inhibit – blocks S. pneumoniae diphosphomevalonate decarboxylase | purified DPM-DC, PK/LDH coupled NADH fluorescence | actives 0.49% (n = 65,000) | calls only at 10 µM;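 active = the 320 compounds with the highest percent inhibition in the single-dose primary screen, excluding strongly autofluorescent ones, cut at about 32% in these data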;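 note: kinetic rate of NADH fluorescence loss reporting ADP formed by the decarboxylase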
LYP phosphatase – LYP phosphatase inhibitors, primary screen, biochemical, DiFMUP fluorescence, recombinant catalytic domain, 10 µM (AID 606). 52,000 tested, under 10 active. recombinant LYP catalytic domain, DiFMUP fluorescence; higher % means a stronger effect. inhibition, % at 10 µM; hits with a dose series show IC50 in µM;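 active = IC50 under 40 µM in the dose-response test; inactive = IC50 of 40 µM or more, or never dose-tested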
Spn MK inh – blocks S. pneumoniae mevalonate kinase | purified MK, PK/LDH-coupled NADH absorbance 340 nm | inhibition, % at 10 µM | actives 0.48% (n = 65,000);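 active = ranked among the strongest by inhibition in the single 10 µM screen, a fixed top-ranked set picked for dose follow-up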; note: no value below 0 was filed
Alkaline phosphatase – human TNAP enzyme inhibitors, biochemical, luminescent (AID 518); purified TNAP enzyme, luminescent substrate readout; higher % means a stronger effect; one-dose inhibition, % at 20 µM; IC50 in µM for titrated hits; actives 0.09% (n = 64,000); in the data active = a potency from the dose series; inactive = the rest, 99 in 100 with inhibition below about 22%;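 note: plate controls were vehicle for no effect and reference inhibitor for full effect; many of its hits are not listed in these tables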
Spn PMK inh pilot replicates – recorded beside Spn PMK inh, whose call it bears; inhibition, %; measured here: pilot screen replicates
Spn MK inh pilot replicates – second read-out of Spn MK inh, no call of its own (marks repeat the call); inhibition, %; measured here: pilot screen replicates
DPM-DC inhibit pilot screen % – further read-out of DPM-DC inhibit, marked with its call; inhibition, %; measured here: pilot screen trials
* hit, by the source's call; i = inactive; nt = no result given. Cut-off read from the data, not from the text of the source, unless noted: active = cytotoxicity above about 50%; inactive = the rest.

The first 5 records, ahead of the listing:
SMILES | HPDE-C7 cytotoxicity | HPDE-C7K KRASV12 | HT1080 viability | Bfl-1 inhibitors | Spn PMK inh | DPM-DC inhibit | LYP phosphatase | Spn MK inh | Alkaline phosphatase | others
Cn1c(SCc2nc(-c3cccs3)no2)nnc1C1CCCCC1 | -7% | 5% | -6% | -2% | 0 | i | 11% | 6 | 8%
Cc1c(C#N)c(N)c(C(=O)c2ccccc2)n1Cc1ccccc1 | -8% | 10% | 2% | -6% | 1 | i | 1% | 8 | 18% | Spn PMK inh pilot replicates=5.5;Spn MK inh pilot replicates=0.0;DPM-DC inhibit pilot screen %=3.5
CCOc1ccccc1Nc1nnc(SCc2ccc(C(=O)OC)o2)s1 | 58%* | 57%* | -3% | -4% | 0 | i | 9% | 7 | 4%
COC(=O)C1=CNC=C(C(=O)OC)C1c1ccccc1Cl | -5% | -8% | 19% | -4% | 0 | nt | 8% | 0 | -3%
CCOC(=O)N1CCC(c2cc(=O)n3[nH]c(C)c(-c4ccc(F)cc4)c3n2)CC1 | 44% | 40% | -11% | 2% | 1 | nt | nt | 3 | 11% | Spn PMK inh pilot replicates=0.0;Spn MK inh pilot replicates=0.0

Main list (from the top)
SMILES | HPDE-C7 cytotoxicity | HPDE-C7K KRASV12 | HT1080 viability | Bfl-1 inhibitors | Spn PMK inh | DPM-DC inhibit | LYP phosphatase | Spn MK inh | Alkaline phosphatase | others
Cn1c(SCc2nc(-c3cccs3)no2)nnc1C1CCCCC1 | -7% | 5% | -6% | -2% | 0 | i | 11% | 6 | 8%
Cc1c(C#N)c(N)c(C(=O)c2ccccc2)n1Cc1ccccc1 | -8% | 10% | 2% | -6% | 1 | i | 1% | 8 | 18% | Spn PMK inh pilot replicates=5.5;Spn MK inh pilot replicates=0.0;DPM-DC inhibit pilot screen %=3.5
CCOc1ccccc1Nc1nnc(SCc2ccc(C(=O)OC)o2)s1 | 58%* | 57%* | -3% | -4% | 0 | i | 9% | 7 | 4%
COC(=O)C1=CNC=C(C(=O)OC)C1c1ccccc1Cl | -5% | -8% | 19% | -4% | 0 | nt | 8% | 0 | -3%
CCOC(=O)N1CCC(c2cc(=O)n3[nH]c(C)c(-c4ccc(F)cc4)c3n2)CC1 | 44% | 40% | -11% | 2% | 1 | nt | nt | 3 | 11% | Spn PMK inh pilot replicates=0.0;Spn MK inh pilot replicates=0.0
CCOc1ccc(/C(O)=C2/C(=O)C(=O)N(c3cc(C)on3)C2c2ccc(C(=O)OC)cc2)cc1 (centres undefined) | 15% | 26% | -2% | 3% | 0 | i | nt | 12 | 14%
COc1cc2c(cc1OC)C(c1ccc3c(c1)OCO3)C1=C(CC(C)(C)CC1=O)N2 (centres undefined) | 12% | 8% | -3% | 0% | 17 | nt | nt | 5 | 0%
Cc1ccc(-c2nnc(SCC(=O)Nc3nc4c(s3)CCCC4)n2C)cc1 | -10% | -10% | 15% | 1% | 12 | i | 3% | 2 | 4%
N#Cc1c2c(nc(N)c1-c1ccccc1)CCCCC2 | -8% | -1% | 9% | -11% | nt | nt | 14% | nt | 10%
Cc1cc(C)c2c(N=CN(C)C)c(C(=O)N3CCN(c4ncccn4)CC3)sc2n1 | nt | nt | 9% | -4% | 10 | i | nt | 8 | -5%
O=S(=O)(N1CCOCC1)N1CCCN(S(=O)(=O)N2CCOCC2)CC1 | 0% | 13% | 6% | -8% | 7 | i | 7% | 10 | 5%
Cc1ccc(CCNC(=O)C2CCC(=O)N2C2CCCC2)cc1 (centres undefined) | 6% | 12% | -9% | -8% | 9 | i | -4% | 0 | 24% | Spn PMK inh pilot replicates=7.0;Spn MK inh pilot replicates=1.0;DPM-DC inhibit pilot screen %=0.0
c1ccc(Oc2ccc(-n3cnnn3)cc2)cc1 | -2% | 12% | -8% | -2% | 0 | i | 2% | 0 | 14% | Spn PMK inh pilot replicates=2.0;Spn MK inh pilot replicates=1.0;DPM-DC inhibit pilot screen %=0.0
Cc1ccc(S(=O)(=O)N(Cc2nccn2C)C(C)C)cc1 | -12% | -3% | 3% | -3% | 5 | i | 1% | 7 | 9%
Cc1occc1C(=O)Nc1cccc(Cn2cccn2)c1 | -14% | -13% | -6% | -1% | 0 | i | 5% | 5 | 11%
COc1cc2cc(CN(Cc3nnnn3C3CCCC3)C3CCCC3)c(=O)[nH]c2cc1OC | 0% | -20% | 17% | 1% | 10 | i | 17% | 10 | 11%
COCCN1Cc2cccc(C(=O)Nc3ccc(S(=O)(=O)N4CCCCCC4)cc3)c2C1=O | -23% | -9% | 1% | -6% | 22 | i | nt | 9 | 8%
O=C(C1CCC1)N1CCC(c2nc3c(nnn3Cc3c(F)cccc3Cl)c(=O)[nH]2)CC1 | -11% | -1% | -1% | 0% | 5 | i | nt | 7 | 7%
CC1=C(C(=O)NCc2ccco2)C2(CCC(C)CC2)OC1=O (centres undefined) | 17% | 14% | 1% | 0% | 0 | i | 19% | 11 | 18% | Spn PMK inh pilot replicates=5.5;Spn MK inh pilot replicates=2.0;DPM-DC inhibit pilot screen %=1.0
O=c1c2ccccc2c(/C=N/c2ncn[nH]2)c(O)n1Cc1ccccc1 | 5% | 17% | 4% | 0% | 11 | i | nt | 1 | 3%
CCOC(=O)CNC(=O)c1cn(C)c(=O)c2cc(OC)c(OC)cc12 | -16% | -5% | 2% | -5% | 1 | i | -3% | 6 | 12%
Cn1c(=O)c2ncn(CC(=O)NCCOc3ccccc3)c2n(C)c1=O | -7% | 1% | -1% | -6% | 5 | i | 14% | 4 | 10% | Spn PMK inh pilot replicates=4.0;Spn MK inh pilot replicates=0.5;DPM-DC inhibit pilot screen %=1.5
O=C(CC(SCCO)c1ccc2c(c1)OCO2)c1ccco1 (centres undefined) | 1% | 8% | -2% | 0% | 7 | i | nt | 6 | 18% | Spn PMK inh pilot replicates=3.0;Spn MK inh pilot replicates=0.0;DPM-DC inhibit pilot screen %=0.0
Cc1ccc(C)c(CSc2nnc(CCN)o2)c1 | 16% | 6% | -1% | -3% | 6 | i | nt | 3 | 12% | Spn PMK inh pilot replicates=0.5;Spn MK inh pilot replicates=0.0;DPM-DC inhibit pilot screen %=0.0
CCOC(=O)C1CCN(C(=O)CN(c2ccc(OC)cc2)S(=O)(=O)c2c(C)nn(C)c2C)CC1 | 3% | 7% | -8% | 2% | 11 | i | 17% | 5 | 2%
SMILES | HPDE-C7 cytotoxicity | HPDE-C7K KRASV12 | HT1080 viability | Bfl-1 inhibitors | Spn PMK inh | DPM-DC inhibit | LYP phosphatase | Spn MK inh | Alkaline phosphatase | others
CCC(=O)Nc1nnc(Cc2ccccc2)s1 | -2% | 3% | -5% | -3% | 0 | i | 3% | 3 | 4%
Cc1ccc(-c2csc(NC(=O)c3cccc(N4C(=O)CCC4=O)c3)n2)o1 | -4% | 0% | -5% | 5% | 5 | i | 7% | 8 | 4%
Cc1ccc(C)c(Cn2c(=O)c3c(nc4n3CCN4Cc3ccco3)n(C)c2=O)c1 | 0% | -6% | 0% | -9% | 14 | i | -9% | 8 | 0%
O=P(CCC(F)(F)F)(CCC(F)(F)F)CCC(F)(F)F | 5% | -22% | nt | 0% | 0 | i | 12% | 5 | 4%
COc1ccc(Cl)cc1S(=O)(=O)n1ccnc1C(C)C | -10% | 6% | 6% | -3% | 11 | i | -7% | 7 | 4%
O=C(c1ccc(Br)s1)N1CCN(Cc2ccc3c(c2)OCO3)CC1 | 12% | 7% | 4% | -10% | 7 | i | 15% | 10 | 10%
CCc1cccc2c(C#N)cn(CC(=O)NCc3ccco3)c12 | -10% | -15% | -4% | 3% | 8 | i | 10% | 5 | -1%
CCOC(=O)N1CCN(S(=O)(=O)c2c(C)nn(C)c2C)CC1 | -14% | -12% | 4% | -6% | 10 | i | 16% | 4 | 2%
Cc1ccc(S(=O)(=O)NCCCN2CCOCC2)c(C)c1 | -4% | -7% | 3% | 4% | 0 | i | 10% | 10 | 8%
COc1cccc(NS(=O)(=O)c2ccc3[nH]cc(C(=O)NCCC(C)C)c(=O)c3c2)c1 | 4% | 2% | -4% | 5% | 9 | i | 7% | 2 | 7%
COc1ccc(C(=O)CSc2nnc(COc3ccc(C#N)cc3)n2-c2ccccc2)cc1 | -2% | 5% | -4% | 7% | 14 | i | 6% | 5 | 8%
O=C(NCc1ccc(N2CCCC2=O)cc1)c1cnccn1 | -17% | -1% | -4% | -2% | 17 | i | -6% | 0 | 13%
CCn1c(-c2cccc(Cl)c2)n[nH]c1=S | 0% | 14% | 1% | -5% | 0 | i | 6% | 10 | 10%
CCC(=O)Nc1ccc2oc(-c3ccccc3Br)nc2c1 | -23% | -22% | -7% | -5% | 6 | i | 3% | 8 | 9%
CC(=O)c1c(C(C)=O)c(C)n(-c2ccc(C(=O)O)cc2)c1C | 0% | 5% | -4% | 1% | 1 | i | nt | 1 | 8%
Cc1ccc(-c2c(C)c(-c3ccc(F)cc3)nc(N)c2C#N)o1 | 8% | 19% | -26% | -7% | 11 | i | 12% | 7 | 14%
CCn1c(SCCC(=O)O)nnc1-c1cccnc1 | -14% | -15% | 14% | -3% | 14 | i | 1% | 6 | 8%
C/C(Cl)=C/Cn1c(SCC(C)C)nc2c1c(=O)[nH]c(=O)n2C | -2% | -17% | 34% | -12% | 12 | i | 15% | 6 | 1%
COCCCNC(=O)CN(c1ccc(OC)cc1)S(=O)(=O)c1ccc(NC(C)=O)cc1 | 1% | 1% | nt | -5% | 2 | i | 3% | 10 | 10%
Cc1ccc(C(c2nnnn2CC2CCCO2)N2CCN(C(=O)c3ccco3)CC2)cc1 (centres undefined) | -18% | -9% | -4% | -2% | 32* | i | 4% | 0 | 13%
CCc1c(C(=O)NCc2ccccc2Cl)[nH]c(C)c1C(C)=O | -6% | -5% | -7% | -5% | 8 | i | 14% | 7 | 4%
Cn1cccc1CNC(=O)Nc1ccc(Cl)cc1 | -23% | -23% | -4% | 2% | 9 | i | nt | 5 | 3%
Nc1nc2n(n1)C(c1cccc(Br)c1)CC(c1ccc(F)cc1)N2 (centres undefined) | 14% | 13% | -11% | -2% | 25 | i | -19% | 3 | 16% | Spn PMK inh pilot replicates=2.0;Spn MK inh pilot replicates=0.0;DPM-DC inhibit pilot screen %=0.5
Cc1nn(C)cc1/C=N/O | -5% | -2% | 1% | -3% | 0 | i | 15% | 7 | 11% | Spn PMK inh pilot replicates=3.0;Spn MK inh pilot replicates=0.0;DPM-DC inhibit pilot screen %=0.0
COc1ccc(NC(=O)CCN2CCN(S(=O)(=O)c3cc(Cl)ccc3OC)CC2)cc1 | -8% | -7% | 2% | 0% | 11 | i | 0% | 1 | -1%
O=C(c1ccc(N2C(=O)CCC2=O)cc1)N1CCN(c2ccccc2)CC1 | -4% | -2% | -3% | 0% | 4 | i | nt | 10 | 2%
CC(=O)SC(C)CC(=O)Nc1ccccc1 (centres undefined) | -19% | -9% | -4% | 2% | 0 | i | nt | 7 | 11%
CCOC(=O)C1CCN(C(=O)C2CCN(S(=O)(=O)CC)CC2)CC1 | -16% | -14% | -2% | 6% | 2 | i | nt | 1 | 8%

Compounds as they come. Share with any hit: about 3.5%.
